PDI inh: inhibitors of human PDI, primary screen, biochemical, turbidity, single point, plate reader; Protein disulfide-isomerase (Homo sapiens), P07237; inhibition, % at 10 µM; 0.052% of 350,000 active; PDI insulin aggregation turbidity, A650, 90 min;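 active means mean inhibition across replicates of 30% or more, whatever share of single replicates reach that level; inconclusive means mean inhibition below 30% while every single replicate reaches 30%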;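 further: absorbance from insulin aggregation driven by PDI reduction with DTT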
Target sequence (P07237 whole entry, looked up): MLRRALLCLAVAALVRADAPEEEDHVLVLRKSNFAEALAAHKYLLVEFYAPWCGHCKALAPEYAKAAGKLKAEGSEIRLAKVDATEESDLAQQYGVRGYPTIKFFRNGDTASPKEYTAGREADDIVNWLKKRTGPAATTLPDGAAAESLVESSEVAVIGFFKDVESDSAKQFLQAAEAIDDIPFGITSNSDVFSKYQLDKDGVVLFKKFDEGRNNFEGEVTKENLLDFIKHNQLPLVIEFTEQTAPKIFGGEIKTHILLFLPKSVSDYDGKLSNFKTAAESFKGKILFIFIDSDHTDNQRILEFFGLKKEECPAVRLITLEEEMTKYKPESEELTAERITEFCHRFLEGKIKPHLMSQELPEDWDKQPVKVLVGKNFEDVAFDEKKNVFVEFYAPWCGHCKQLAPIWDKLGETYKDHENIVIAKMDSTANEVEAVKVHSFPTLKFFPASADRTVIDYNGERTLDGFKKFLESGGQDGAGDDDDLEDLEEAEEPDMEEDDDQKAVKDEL
hiPSC survival: enhancers of single-cell hiPSC survival, primary screen, ATPlite luminescence; 0.044% of 360,000 active; survival enhancement, % at 20 µM; 100% = ROCK inhibitor wells, 0% = DMSO; in the data active means survival enhancement above about 18%;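 further: cells exposed to compounds for 16 hours before the ATP read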
Cardio protect: cardioprotection against H2O2-induced cell death, primary screen, uHTS, H9c2 cells, ATPLite luminescence; H9c2 cardiomyocytes, H2O2 injury protection, 2 h; 0.63% of 360,000 active; protection from H2O2 cell death, % at 20 µM; AID 588492, 2011;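 active means compounds giving at least 50% protection of heart cells from peroxide-induced death in the single-dose screen, raw or plate-pattern-corrected value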;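 further: 0% = DMSO wells with peroxide and 100% = DMSO wells without peroxide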
ABCB6 inh 2: ABCB6 transporter inhibitors, primary screen, K562-ABCB6 cells, flow cytometry, MLPCN library | ATP-binding cassette sub-family B member 6 (Homo sapiens), Q9NP58 | fluorescence ratio to DMSO, % at 10 µM | K562-ABCB6 porphyrin accumulation, 1 h; hits give low values | 0.19% of 360,000 active;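 active means fluorescence ratio to DMSO below 75%, the collection mean minus 3 SD; inconclusive means too few cells collected in the well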;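 further: signal is porphyrin accumulated inside mitochondria; 100% equals median channel fluorescence of DMSO control wells; lower ratio means ABCB6 inhibition with less porphyrin fluorescence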
Glyco luc inh: increase of ERlucT glycosylation luciferase signal, primary screen, N-linked glycosylation inhibitor project, D54 ERlucT cells, luminescence, set 2. D54 ERlucT glycosylation luciferase reporter, 24 h; percent of 100 nM tunicamycin response. 0.23% of 360,000 active. reporter increase, % at 12.5 µM. AID 588692, 2011;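 active means mean luciferase reporter signal, scaled so untreated is 0 and the glycosylation-blocking control 100, at or above a set limit in every replicate; inconclusive means mean reaches the limit but not every replicate does; inactive means mean below the limit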;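 further: luciferase carries N-glycosylation sites so blocking glycosylation raises the light; 0% = median of neutral control wells and 100% = median of 100 nM tunicamycin wells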
m5-HT2A agonist: mouse Htr2a agonists via beta-arrestin recruitment, primary screen, cell-based, luminescence. AID 624169, 2012. CHO-K1 mHTR2A beta-arrestin complementation; percent of 30 µM serotonin response. 5-hydroxytryptamine receptor 2A (Mus musculus), P35363. 0.66% of 360,000 active. activation, % at 7.6 µM;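 active means activation above a run cutoff, the mean activation of all tested compounds plus 3 SD, cut at about 14% in these data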;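 further: 0% = plate median of compound wells and 100% = 30 µM serotonin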
Target sequence (P35363 whole entry, looked up): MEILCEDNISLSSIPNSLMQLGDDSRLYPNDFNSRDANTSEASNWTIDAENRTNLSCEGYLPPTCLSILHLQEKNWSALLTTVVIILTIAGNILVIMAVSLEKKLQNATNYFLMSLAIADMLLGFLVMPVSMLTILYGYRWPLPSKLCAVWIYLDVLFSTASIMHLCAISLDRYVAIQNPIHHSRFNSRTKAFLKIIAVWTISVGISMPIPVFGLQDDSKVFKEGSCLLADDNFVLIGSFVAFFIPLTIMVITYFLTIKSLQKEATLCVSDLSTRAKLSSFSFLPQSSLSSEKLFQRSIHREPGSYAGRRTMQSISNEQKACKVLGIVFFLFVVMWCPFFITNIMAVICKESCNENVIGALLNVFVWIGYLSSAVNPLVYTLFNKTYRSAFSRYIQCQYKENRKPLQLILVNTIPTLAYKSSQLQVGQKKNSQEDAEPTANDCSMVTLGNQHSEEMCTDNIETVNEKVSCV
Granule exo inh: LAMP-1 surface exposure blockers, TALL-104 cells – cell-based, flow cytometry, MLPCN library, primary screen | 0.66% of 360,000 active | TALL-104 LAMP-1 surface exposure; cells stimulated with thapsigargin and PMA | inhibition, % at 10 µM;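 active means inhibition above about 55%, limit read from the data; inconclusive means no clear call, values can overlap the other calls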
CaV13 FRET inh: Disruptors of the CACNA1D IQ motif to Ca2+-dependent inactivation inhibitor domain association, primary screening, Förster resonance energy transfer in intact living …. AID 743397. HEK cells, CFP/YFP FRET ICDI-IQ, plate reader, 10 min; percent FRET-ratio fall versus neutral wells. inhibition, % at 12.3 µM. 0.098% of 340,000 active;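 active means mean replicate inhibition of at least 30% and at least 1% of replicates passing that level; inconclusive means only one of the two criteria is met; inactive means neither criterion is met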;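 further: 0% = median of the neutral control wells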
Vif imaging: HIV Vif self-association inhibitors, primary screen, imaging, HEK293T, single point. HEK293T cells, Vif self-association by quenched fluorescence, 24 h. inhibition, % at 7.49 µM. 0.35% of 340,000 active; in the data active means inhibition above about 50%, passing the limit was not always enough; inconclusive means no clear call, values can overlap the other calls; inactive means below about 31%; further: some results filed as inactive read as strong as hits
aDG glyco up: activators of alpha-DG glycosylation, primary screen, uHTS, Pro5-aDG cells, AlphaScreen; AID 624168, 2012; activation, % at 10 µM; 0.22% of 360,000 active; alpha-DG glycosylation AlphaScreen (IIH6); 0% Pro5, 100% B10-LARGE cell signal;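 active means activation of at least 8% versus controls, or a plate z-score of at least 8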;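 further: Pro5 are CHO cells carrying HIG-tagged alpha-DG that lacks glycosylation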
Numbers without * were called inactive; i = inactive; u = inconclusive; x = not tested or not shown; & = joins results of further samples.

entry	compound	PDI inh	hiPSC survival	Cardio protect	ABCB6 inh 2	Glyco luc inh	m5-HT2A agonist	Granule exo inh	CaV13 FRET inh	Vif imaging	aDG glyco up
1	S=C(Nc1ccc(Oc2ccccc2)cc1)N1CCOCC1	-14	-1.0	-6	92	0	1	-2	-3	3	-0.2
2	CCC(=O)NC(=S)Nc1cccc(Cl)c1N1CCCC1	5	-0.4	-11	101	1	1	-1	1	-4	-0.1
3	COc1ccc(Cc2noc(CN3CCN(C4CCc5ccccc5C4)CC3)n2)cc1OC (stereo not given)	2	-0.4	0	96	-3	-7	-1	-4	6	0.5
4	CCOC(=O)C1=C(C)NC(C)=C(C(=O)OCC)C1C(=O)OC1CCOC1=O (stereo not given)	0&-7	0.3&3.5	-5&-8	98&98	4&1	0&-7	4&-1	-6	-3	0.0&0.0
5	COc1ccc(N2C(=O)/C(=C/c3cccs3)NC2=S)cc1	-3	-1.3	-4	90	3	-2	2	-4	8	0.3
6	CCOc1ccc(C(=O)CCC(=O)Nc2cc(C)ccn2)cc1	0	-0.6	-3	74*	-2	2	-1	-4	-4	-0.1
7	CC(C)C[C@H](NC(=O)c1nc[nH]c1C(=O)N1CCN(c2ccccc2)CC1)C(=O)OC(C)(C)C	-1	1.0	8	100	-3	-4	-4	-5	3	0.2
8	Cc1ccc(Cl)cc1NC(=O)CN1CCN(C(=O)C2CCCO2)CC1 (stereo not given)	0	0.0	6	84	2	4	0	x	-1	0.1
9	O=C1NC(=S)SC1=Cc1cccs1	-1	-0.8	-8	132	1	1	40	-5	-4	0.2
10	COc1cccc(NC(=O)C(Cc2ccccc2)NC(=O)C2CCC(C)CC2)c1 (stereo not given)	-1	-0.9	-1	85	-3	-5	5	-4	4	0.3
11	COc1ccc(NC(=O)CSc2nc(C3CC3)nc3ccccc23)cc1	5	-0.1	-2	101	16	-8	26	2	11	0.3
12	CN1CCN(C(CNC(=O)C(=O)NC2CCCCC2)c2ccc(F)cc2)CC1 (stereo not given)	14	-0.1	5	103	-1	-2	-2	-4	-6	0.1
13	COc1ccc(N2C(=O)NC3CC2(C)Oc2ccccc23)cc1OC (stereo not given)	2	1.1	15	95	1	1	4	x	2	-0.1
14	NC(=O)C1=C(c2ccccc2)c2ccccc2C1=O	1	15	55*	96	9	11	-5	-6	18	2.6
15	O=C(OCc1nnc(-c2ccc([N+](=O)[O-])cc2)o1)c1ccc(F)c(S(=O)(=O)N2CCOCC2)c1	8	0.3	-5	100	2	-3	-3	-6	10	-0.2
16	CCCCc1nc(Cl)c(C#N)c2c1CSC(C)(C)C2	0	1.4	-6	106	-3	-1	2	-5	-1	1.3
17	CCCc1[nH]nc2c1C(c1cccc(OC)c1)C(C#N)=C(N)O2 (stereo not given)	1	6.5	31	94	2	3	0	x	-1	-0.3
18	COc1ccc(S(=O)(=O)N2CCCCCC2)cc1C(=O)Nc1ccc(C(=O)N(C)C)cc1	-6	0.4	0	102	-1	-2	-1	-7	x	0.0
19	Cc1cccnc1C(NC(=O)C1CCN(Cc2ccc(Oc3ccccc3)cc2)CC1)c1ccc(F)cc1 (stereo not given)	1	-2.2	-15	98	-3	1	11	-9	12	0.2
20	COC(=O)C(NC(C)=O)(Nc1ccc(C)cn1)C(F)(F)F (stereo not given)	-4	0.0	-4	100	1	2	2	-5	0	0.0
21	Cc1cc(C(F)(F)F)nn1CC(=O)Nc1ccc2c(c1)OCO2	-14	-0.5	-2	95	-1	4	-1	-7	-1	0.1
22	Cc1ccc(CNC(=S)Nc2ccc(C)c([N+](=O)[O-])c2)cc1	1	-1.0	-26	101	3	-1	-2	-2	8	0.1
23	COc1cccc(C(=O)N2CCC[C@@H]2C(=O)N2CCC[C@@H]2C(=O)NCc2ccccc2Cl)c1	x	0.6	x	97	x	7	-1	-6	x	-0.2
24	Cc1sc(NC(=O)C2CC=CCC2C(=O)O)c(C(=O)OC(C)C)c1C (stereo not given)	-4	3.4	-1	98	-1	0	2	-8	7	0.1
25	COC(=O)c1nn(-c2ccccc2)nc1-c1nn(-c2ccccc2)nc1C(=O)OC	8	-0.9	-5	91	-1	-5	3	-1	x	-0.1
26	COCCNC(=O)C1(C)CCCN(Cc2cccc(F)c2)C1 (stereo not given)	1	0.2	0	109	1	7	-3	-7	1	0.5
27	Cc1cc(C)n2cc(CSCC(=O)O)nc2n1	1	-1.6	10	96	4	5	0	-19	7	-0.1
28	COc1cc(/C=C2/SC(=S)N(Cc3ccccc3)C2=O)cc(Cl)c1O	-23	0.5	-16	i	-4	0	2	-22	9	0.0
29	Cc1ccc(S(=O)(=O)C(C)C(=O)NCCS(=O)(=O)c2ccc(Cl)cc2)cc1 (stereo not given)	-4	-2.1	-2	98	3	-3	1	9	7	0.0
30	O=C(O)CCC(=O)NNC(=O)c1cccc(Br)c1	2	3.9	11	105	0	2	-1	-4	x	-0.2
31	COc1cc(NC(=S)NC(=O)c2ccco2)ccc1NC(=O)C(C)C	1	-0.6	0	96	0	5	0	-3	3	0.1
32	O=C(NCCO)c1ccc(-c2nnc(N3CCOCC3)c3ccccc23)cc1	11	-0.2	28	102	x	0	-3	x	x	-0.3
33	CCOc1ccccc1NC(=S)/C(=C(\[O-])c1ccc2c(c1)OCCO2)[n+]1ccc(CC)cc1	11	1.0	-8	100	1	-1	3	-4	2	0.0
34	CCc1ccccc1NC(=O)c1ccc2c(O)c(S(=O)(=O)c3ccc(OC)cc3)c(=O)[nH]c2c1	-2	-0.3	-7	82	1	5	-18	-16	2	-0.1
35	Cc1noc(C)c1NC(=O)N(C)C[C@H]1Oc2c(NS(=O)(=O)c3cccs3)cccc2C(=O)N([C@H](C)CO)C[C@@H]1C	-3	6.2	0	102	2	3	-3	-10	11	-0.2
36	Cc1ccccc1-c1ccc(CN2CCN(C)C(CCO)C2)cc1 (stereo not given)	1	0.6	9	96	-3	-4	8	-5	4	-0.1
37	O=C(NCCc1c[nH]c2ccccc12)OCCCCOC(=O)NCCc1c[nH]c2ccccc12	-3	2.1	13	95	-5	-2	10	-10	-11	0.8
38	COc1ccc(-n2nnc3c(=O)n(Cc4cc(C)ccc4C)cnc32)cc1	-5	-0.6	-10	99	1	-1	3	-9	1	0.0
39	CC(C)c1ccc(NC(=O)c2cccc(Br)c2)cc1	-4	-0.9	-7	102	-10	-1	-4	-8	-5	0.5
40	CCC1C(=O)Nc2nc(-c3ccccc3)c(-c3ccccc3)n2N=C1C (stereo not given)	7	2.6	-6	91	2	3	-1	-2	0	0.1
41	O=C(Cn1c(NCCO)nc2ccccc21)NCCc1ccc(F)cc1	-18	2.0	0	91	2	2	0	-5	1	-0.1
42	O=C(N/C(=C\c1cccc([N+](=O)[O-])c1)C(=O)N(CCO)CCO)c1ccco1	9	0.3	1	97	1	1	-1	-6	-7	-0.4
43	Cc1ccc(S(=O)(=O)Oc2ccc(/C=N/NC(=O)c3ccncc3)cc2)cc1	2	0.4	3	101	-1	6	-2	-6	-6	-0.2
44	O=C(CSc1nnc(-c2cccs2)n1-c1ccccc1)NCC1CCCO1 (stereo not given)	-10	-2.6	2	94	x	3	1	-5	x	-0.1
45	Cc1ccc(S(=O)(=O)N(CC(O)CN2CCOCC2)c2cc(Cl)ccc2Cl)cc1 (stereo not given)	-3	-0.9	2	104	0	-8	-1	-2	-1	0.0
46	Cc1csc(NC(=O)C(F)(F)F)n1	-5	0.7	-6	97	1	0	-4	-4	5	-0.2
47	COCCNC(=O)C1CCCN(Cc2ccc(C)cc2)CC1 (stereo not given)	-2	1.7	2	97	-1	-1	-5	-5	-4	0.0
48	O=C(CCCc1nc2ccccc2s1)NCc1ccc(F)cc1	14	1.5	-3	89	1	-2	2	-2	x	0.0
49	C[C@@H]1CN([C@H](C)CO)C(=O)CCCn2cc(nn2)CO[C@H]1CN(C)S(=O)(=O)c1ccc(-n2cccn2)cc1	3	2.3	-1	103	2	0	-4	x	-4	0.0
50	Cc1ccc2c(COC(=O)c3ccc(C)c(C)c3)cc(=O)oc2c1	-2	0.4	-12	96	-1	2	-6	-4	-15	0.2
51	O=C(Nc1ccc(C2=NCCN2)cc1)c1ccc(C(=O)Nc2ccc(C3=NCCN3)cc2)c(Cl)c1	-3	0.0	12	99	1	3	2	-3	3	-0.1
52	N#CC(C#N)=Cc1cn(-c2ncc(C(F)(F)F)cc2Cl)c2ccccc12	8	-0.4	-8	94	0	-3	2	x	x	-0.1
53	CCOC(=O)C1=C(C)NC2=C(C1c1ccc([N+](=O)[O-])cc1)S(=O)(=O)c1ccccc12 (stereo not given)	-10	-2.0	30	101	-5	-3	2	-6	-3	-0.1
54	CN(CC(O)COc1ccc(S(=O)(=O)N2CCOCC2)cc1)C1CCCCC1 (stereo not given)	-4	-2.4	5	98	2	0	0	-4	-4	-0.3
55	Cc1ccc(S(=O)(=O)NC2CC(C)(C)NC(C)(C)C2)cc1	1	-0.4	6	90	1	10	0	-21	-5	0.0
56	O=S1(=O)CCO[C@H]2Cc3ccccc3[C@H]2N1Cc1ccccc1	3	2.0	5	98	3	3	-5	-5	-8	-0.1
57	Cc1noc(C(F)(F)F)c1C(=O)NNC(=O)c1ccccc1	6	0.6	1	100	2	-1	-4	-5	-11	-0.2
58	COc1cccc(C2C(C(=O)OCc3ccccc3)=C(C)Nc3ncnn32)c1OC (stereo not given)	x	-0.8	1	102	-1	0	0	-10	-2	0.0
59	CCOc1ccccc1CNC(=O)Cn1nc(C)c2c(C)n(-c3ccc(C)cc3)nc2c1=O	-5	-0.2	0	95	-2	6	28	x	-16	0.5
60	CCCCNC(=O)NC1CCCC1	1	-0.8	-2	98	2	4	-1	-3	-7	-0.1

(continued)
entry	compound	PDI inh	hiPSC survival	Cardio protect	ABCB6 inh 2	Glyco luc inh	m5-HT2A agonist	Granule exo inh	CaV13 FRET inh	Vif imaging	aDG glyco up
61	COc1ccc(-c2nc3ccccc3c(=O)[nH]2)cc1	-3	-0.6	-4	93	-10	2	-4	-7	1	0.0
62	CCCCCOP(=O)(c1ccccc1)c1ccccc1	-7	-1.0	4	96	-3	-6	-2	-5	-9	0.3
63	CC1=C(C(=O)OCc2ccccc2)C(c2cccc(Br)c2)NC(=O)N1 (stereo not given)	1	-0.6	-5	94	1	3	-11	-6	-2	0.0
64	Cc1noc(C)c1S(=O)(=O)N1CCCC(C(=O)N2CCc3ccccc3C2)C1 (stereo not given)	x	-3.0	-5	99	-2	4	-2	-2	-1	0.0
65	CCc1ccc2nc(N3CCN(C(=O)C(C)(C)C)CC3)sc2c1	-2	-0.3	1	97	-3	3	18	-5	u	1.3

Compound activity (PubChem BioAssay)
